TCR CD3 inh = human TCR-CD3 binding inhibition; AID 651800; inhibition, % at 9.4 µM; 360,000 compounds, 0.37% hits; TAMRA-labeled TCR probe fluorescence, biochemical; in the data active means inhibition above about 19%;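 further: recombinant mutant TCR 2C K166C tagged with TAMRA read by polarization; 0% = receptor in buffer alone and 100% = receptor with positive control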
PRMT1 inh = inhibitors of human PRMT1 | Q99873 | recombinant PRMT1, activity-based probe fluorescence polarization | inhibition, % at 2.79 µM | 370,000 compounds, 1.3% hits | AID 652257;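 active means inhibition above about 21% made by adding two undisclosed values, limit read from the data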
UHRF1 MBD2 ctr = UHRF1 methyl-DNA binding inhibition | 370,000 compounds, 0.75% hits | inhibition, % at 4.4 µM | UHRF1 binding to methylated oligo, TR-FRET | AID 687016; in the data active means inhibition above about 21%;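 further: UHRF1 SRA domain binding a hemimethylated CpG hairpin DNA probe; 0% = median of test compound wells and 100% = reference inhibitor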
rCAG RNA binder = binds r(CAG) RNA repeats; r(CAG) RNA repeat, TO-PRO-1 dye displacement fluorescence; AID 651821; inhibition, % at 3 µM; 370,000 compounds, 1.3% hits;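 active means inhibition above the plate cutoff, the mean of all test compounds on that plate plus 3 SD, cut at about 35% in these data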;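 further: 0% = DMSO alone and 100% = 100 µM mitoxantrone as full dye displacement; higher means more dye released from RNA so lower well fluorescence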
MBD2 inh = blocks human MBD2 binding to methylated DNA | Q9UBB5 | AID 686964 | inhibition, % at 4.4 µM | TR-FRET, MBD2 binding to methylated oligonucleotide | 370,000 compounds, 0.31% hits; in the data active means inhibition above about 13%
NPR2 activator = GC-B (human) receptor activation; P20594; AID 1920062; activation, % at 10 µM; 370,000 compounds, 0.11% hits; HEK293-GC-B cells, CNP EC30, cGMP TR-FRET; 0% at EC30 CNP, 100% saturating CNP;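 active means activation at 10 µM reaching about 35% in either raw or pattern-adjusted values, limit read from the data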
GC-A act = GC-A (human) enzyme activation. P16066. HEK293 GC-A cells, cGMP TR-FRET, EC30 ANP; 0% at EC30 ANP, 100% saturating ANP. activation, % at 10 µM. 370,000 compounds, 0.14% hits; in the data active means activation above about 40%
Target sequence (P16066 whole entry, looked up): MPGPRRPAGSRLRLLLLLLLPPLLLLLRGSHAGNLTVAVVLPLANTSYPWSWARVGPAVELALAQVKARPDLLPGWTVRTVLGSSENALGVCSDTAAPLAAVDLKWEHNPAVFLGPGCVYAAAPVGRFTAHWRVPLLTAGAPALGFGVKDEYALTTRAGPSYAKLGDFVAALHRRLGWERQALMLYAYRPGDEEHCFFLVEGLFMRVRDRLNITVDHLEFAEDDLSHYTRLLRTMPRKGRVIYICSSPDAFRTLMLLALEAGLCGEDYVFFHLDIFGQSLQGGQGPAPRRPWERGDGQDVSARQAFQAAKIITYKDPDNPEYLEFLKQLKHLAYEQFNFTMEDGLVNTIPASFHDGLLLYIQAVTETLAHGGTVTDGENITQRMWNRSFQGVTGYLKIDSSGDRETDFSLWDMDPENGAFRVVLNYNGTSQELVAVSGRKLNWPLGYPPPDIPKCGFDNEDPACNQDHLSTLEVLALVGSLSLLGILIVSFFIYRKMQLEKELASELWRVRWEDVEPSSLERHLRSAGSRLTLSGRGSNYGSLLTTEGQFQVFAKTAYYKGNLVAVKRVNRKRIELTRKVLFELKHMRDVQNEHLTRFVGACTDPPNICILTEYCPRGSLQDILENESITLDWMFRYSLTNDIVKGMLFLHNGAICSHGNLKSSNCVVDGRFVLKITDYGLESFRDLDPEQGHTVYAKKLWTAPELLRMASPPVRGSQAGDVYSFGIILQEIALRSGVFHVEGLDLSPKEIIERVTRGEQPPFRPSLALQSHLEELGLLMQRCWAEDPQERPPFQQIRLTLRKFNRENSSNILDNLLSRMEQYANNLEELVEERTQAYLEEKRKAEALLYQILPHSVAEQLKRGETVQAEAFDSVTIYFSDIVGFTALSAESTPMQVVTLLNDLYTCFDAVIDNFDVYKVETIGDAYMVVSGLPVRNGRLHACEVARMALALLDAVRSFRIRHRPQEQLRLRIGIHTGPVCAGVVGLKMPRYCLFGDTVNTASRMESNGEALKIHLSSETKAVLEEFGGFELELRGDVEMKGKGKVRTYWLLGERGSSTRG
HTRA1 inh = blocks human HTRA1 serine peptidase; recombinant HTRA1, FP-rhodamine activity-based probe, fluorescence polarization; inhibition, % at 5.96 µM; 340,000 compounds, 0.5% hits; in the data active means inhibition above about 36%;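 further: 0% = enzyme with DMSO and 100% = wells lacking enzyme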
ABHD4 inh = inhibitors of mouse ABHD4; 370,000 compounds, 0.54% hits; purified mABHD4, FP-Rh probe fluorescence polarization; Q8VD66; inhibition, % at 8.92 µM; AID 720543;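 active means inhibition exceeding the mean over every tested compound plus 3 SD, cut at about 30% in these data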;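 further: 0% = plate median of compound wells and 100% = S159A mutant with DMSO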
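Material: mouse ABHD4 enzyme, wild type; Benchmarks: S159A mutant high control, sample median low control; Buffer or medium: HEPES pH 7.0, NaCl, Pluronic buffer; Signal: fluorescence polarization; Read-out: percent inhibition of probe binding, normalized to plate controls; Timing: pre-incubation 45 min, probe exposure 60 min, at 25 °C; Dosing: 8.92 µM, single dose.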
SIAE inh = blocks human sialic acid acetylesterase; Q9HAT2; SIAE FP-Rh probe binding, fluorescence polarization; inhibition, % at 9.66 µM; 370,000 compounds, 0.69% hits;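 active means inhibition above a cutoff: mean of compounds within the control limits plus 3 SD of those, cut at about 17% in these data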;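 further: 0% = plate median of compound wells and 100% = probe without SIAE protein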
An asterisk follows results filed as active; . = no result given. Some of the compounds tested (hit frequency here may not be typical).

SMILES	TCR CD3 inh	PRMT1 inh	UHRF1 MBD2 ctr	rCAG RNA binder	MBD2 inh	NPR2 activator	GC-A act	HTRA1 inh	ABHD4 inh	SIAE inh
Fc1cccc(COc2ccccc2C(=S)N2CCCC2)c1	-2	-1	-2	-3	-4	-1	-4	-7	-3	10
O=C(O)COc1ccccc1/C=N/NC(=O)CSc1nc2ccccc2c(=O)n1-c1ccc(Cl)cc1	5	3	-1	7	0	-1	-7	1	2	-5
N#Cc1c(-c2ccc(Cl)cc2)nc2n(c1=O)CCCS2	-7	2	-3	8	5	-3	-4	-13	-6	1
CC(C)Cc1nnc(NC(=O)C2CC(=O)N(c3ccc4c(c3)OCCO4)C2)s1 (stereo not given)	7	-2	-1	2	1	-2	1	1	-3	4
CCCCCN(C(=O)CCC(=O)OCc1cc(C(C)=O)ccc1OC)c1c(N)n(CCCC)c(=O)[nH]c1=O	-7	-2	0	-6	-1	2	0	-1	6	0
CCOC(=O)CSc1nc(-c2ccccc2)nc2c1oc1ccccc12	6	1	-1	3	-6	-1	1	-4	1	1
O=C(NCc1ccco1)c1cnc2ccccn2c1=O	4	-1	2	1	-1	4	0	2	0	-1
Cc1c(CC(=O)N[C@H](C(=O)O)C(C)C)c(=O)oc2cc3c(cc12)CCC(C)(C)O3	-5	-2	1	6	-2	7	2	9	0	2
COc1ccc(S(=O)(=O)N2CCOC23CCN(S(=O)(=O)c2cccs2)CC3)cc1	7	0	-2	0	-4	2	1	-8	-1	-3
O=C(O)CNC(=S)N(Cc1ccccc1Cl)C1CCCCC1	-7	4	3	4	5	7	-2	-6	-9	-12
O=C(Cc1ccccc1)Nc1cccc(S(=O)(=O)N2CCCCCC2)c1	10	-1	-1	5	2	2	3	-15	-3	-1
CC(Sc1nncn1C)C(=O)NCc1ccc2c(c1)OCO2 (stereo not given)	2	1	-2	1	2	3	4	10	1	4
COc1cccc(CC2CC(=O)N(c3ccc4c(C)cc(=O)oc4c3)C2=O)c1 (stereo not given)	-6	5	0	-3	2	-7	2	-4	5	5
COc1ccc(N(C(=O)Cn2nnc3ccccc32)C(C(=O)NCc2ccco2)c2cccnc2)cc1 (stereo not given)	6	0	-2	-6	-4	-6	2	5	-2	0
CCn1c(-c2cc(-c3ccccc3OC)nc3ccccc23)n[nH]c1=S	4	1	1	7	-6	6	4	-5	-6	15
CC1=CC(C)(C)N(C(=O)CN2C(=O)c3ccccc3C2=O)c2ccccc21	-7	-1	-1	-5	6	1	-5	-2	10	-1
S=C(c1ccccc1)N1CCN(c2ccccc2)CC1	6	0	-1	-1	-2	6	-1	-1	3	4
Cc1ccc(C)c2[nH]c(=O)c(CCNC(=O)c3ccc(Br)o3)cc12	-2	11	1	-6	8	-16	-23	-12	-9	1
O=C(CSc1nc2ccccc2c(=O)[nH]1)NC1CCCCC1	.	-3	-2	.	1	-10	1	.	4	-6
c1ccc(-c2sc3ccccc3c2-c2ccc(OCCN3CCCC3)cc2)cc1	0	-2	-3	-2	1	-4	-5	-27	31*	2
Cc1ccc2c(c1)-c1cc(C)nn1C(c1ccc3c(c1)OCO3)N2 (stereo not given)	4	2	-2	12	5	3	1	-15	-12	-9
Cc1noc(C)c1C(=O)OCC(=O)C12CC3CC(CC(C3)C1)C2	7	-4	2	-4	-1	1	4	9	0	-5
Cc1nn(C2CCS(=O)(=O)C2)c(Cl)c1/C=C/C(=O)OCC(=O)Nc1ccccc1OC(F)F (stereo not given)	13	2	-3	2	4	-8	2	-1	2	-7
COCc1cc(C)nc(OCC(=O)N/N=C/c2cccc(OC)c2)c1C#N	0	0	-2	-1	-3	2	1	1	1	7
O=C(NNc1cc(Cl)ccc1Cl)c1c(F)cccc1Cl	12	-2	-1	-2	-1	4	0	-9	3	8
New compounds follow.
SMILES	TCR CD3 inh	PRMT1 inh	UHRF1 MBD2 ctr	rCAG RNA binder	MBD2 inh	NPR2 activator	GC-A act	HTRA1 inh	ABHD4 inh	SIAE inh
CCN(CC)CCC(=O)Nc1ccc2c(c1)N(C(=O)CN(CC)CC)c1ccccc1CC2	2	1	-7	-4	-7	-3	1	7	0	7
O=C1CC(c2ccc(F)cc2)CC2=C1C(c1ccc([N+](=O)[O-])o1)Nc1ccccc1N2 (stereo not given)	1	0	-2	1	-1	-4	-1	-4	2	0
C=CCN=C1S/C(=C/c2ccc([N+](=O)[O-])cc2)C(=O)N1CC=C	9	-2	0	0	3	-6	4	1	-1	1
CCC(=O)N(C)CCc1cc2c(c(OC)c1/C=N/Nc1ccc(C(=O)O)cc1)OCO2	5	-2	0	4	1	0	-5	5	-2	7
COc1ccc(C(O)c2ncc(-c3ccccc3)[nH]2)c(OC)c1 (stereo not given)	0	1	-3	3	2	2	3	.	-5	5
COC(=O)C1CCN(C(=O)COC(=O)c2ccc3[nH]c4c(c3c2)CCCC4)CC1	0	0	0	-8	2	4	4	1	2	4
CCn1c(COc2ccc(C)cc2)nnc1SCC(=O)Nc1ccc(S(N)(=O)=O)cc1	3	0	-2	4	1	0	3	0	-1	-1
CCOC(=O)NC(=O)/C(C#N)=C/c1ccc(N(C)C)cc1	1	-8	-26	-11	-9	-2	-7	.	2	-3
N#C/C(=N\Nc1ccc(Cl)cc1)C(=N)N1CCCCCC1	2	4	4	4	3	-6	-12	-4	-7	-4
O=C(CCc1nnc(CCCc2ccccc2)o1)NCC(F)(F)F	3	-3	-2	-3	-3	-4	-5	-6	-3	3
COc1ccccc1/C=N/n1nnnc1N	-4	2	1	-1	0	-2	5	3	0	-1
CC(C)c1cc(C(=O)N2CCCC(Nc3ccc(F)c(F)c3)C2)nc(N)n1 (stereo not given)	0	6	2	-3	1	7	4	-8	10	1
COc1ccc(NC(=O)c2cc([N+](=O)[O-])ccc2N2CCN(C)CC2)cc1	-3	-1	1	-2	-3	-5	-2	5	-2	-3
O=C(Nc1nc2ccccc2s1)c1ccc(OCC2CCCO2)cc1 (stereo not given)	-3	1	1	9	6	0	16	-36	-26	-17
O=C(Cn1cnnn1)NCc1ccccc1	7	-2	1	-1	-4	5	-2	-4	1	-3
CSc1nnc(-c2ccc(F)cc2)o1	-1	-3	-2	0	-3	3	1	7	1	2
CC1Cc2ccccc2N1C(=O)COC(=O)CSc1ccc(F)cc1 (stereo not given)	6	-5	1	-4	0	0	1	-12	2	10
NS(=O)(=O)c1ccc(NC(=O)c2cc(=O)c3ccccc3o2)cc1	1	2	-5	5	3	-6	-12	5	-1	-12
Cc1occc1C(=O)N/N=C/c1c(O)ccc2ccccc12	10	-1	-6	13	3	0	-6	27	12	2
CCOC(=O)CCn1nc(-c2ccc(C)cc2)c2ccccc2c1=O	-5	2	0	-3	-5	2	2	-5	-4	0
COc1cc(C(=O)NC(C)Cc2cccs2)cc(OC)c1OC (stereo not given)	3	-2	-5	-6	-5	3	1	2	-1	7
CCCCCCCOc1ccc(OC(=O)c2ccncc2)cc1	0	-1	-4	0	3	0	8	-3	-1	-1
CCC1Sc2ccc(S(=O)(=O)CCC(=O)N3CCc4ccccc43)cc2NC1=O (stereo not given)	-4	-3	11	2	2	-3	2	4	4	-3
COc1ccc(CCNC(=O)COc2ccc(S(=O)(=O)NCC(C)C)cc2Cl)cc1OC	-4	0	5	-8	6	-9	-3	-3	-13	-6
Cc1cc(C)cc(S(=O)(=O)N2CCN(c3nc(-c4cccs4)nc4ccccc34)CC2)c1	.	3	0	.	-2	-9	-5	.	-9	-2

Reprinted from the part before: five entries, then new ones.
SMILES	TCR CD3 inh	PRMT1 inh	UHRF1 MBD2 ctr	rCAG RNA binder	MBD2 inh	NPR2 activator	GC-A act	HTRA1 inh	ABHD4 inh	SIAE inh
COc1cc(C(=O)NC(C)Cc2cccs2)cc(OC)c1OC (stereo not given)	3	-2	-5	-6	-5	3	1	2	-1	7
CCCCCCCOc1ccc(OC(=O)c2ccncc2)cc1	0	-1	-4	0	3	0	8	-3	-1	-1
CCC1Sc2ccc(S(=O)(=O)CCC(=O)N3CCc4ccccc43)cc2NC1=O (stereo not given)	-4	-3	11	2	2	-3	2	4	4	-3
COc1ccc(CCNC(=O)COc2ccc(S(=O)(=O)NCC(C)C)cc2Cl)cc1OC	-4	0	5	-8	6	-9	-3	-3	-13	-6
Cc1cc(C)cc(S(=O)(=O)N2CCN(c3nc(-c4cccs4)nc4ccccc34)CC2)c1	.	3	0	.	-2	-9	-5	.	-9	-2
Cc1cccc(NC(=O)CNC(=O)N2CC(=O)Nc3ccccc32)c1C	3	2	1	-1	-2	-2	10	-1	8	0
CC(NC(=O)c1ccc(-c2cc(C(F)(F)F)ccc2Cl)o1)c1ccccc1 (stereo not given)	1	-1	0	-3	-7	-6	-1	2	-3	1
O=S(=O)(Nc1ncn[nH]1)c1ccc(Cl)cc1	2	-1	5	2	-2	6	-2	9	-4	2
COc1ccc(CNC(=O)C2CCN(S(=O)(=O)c3cccc(C(F)(F)F)c3)CC2)cc1	0	-1	-1	-2	-1	-4	-1	3	0	-3
COc1cc(/C=C/C(=O)OCC(=O)NC(=O)NCc2ccco2)ccc1OC(F)F	7	0	-2	4	-4	1	-2	-16	-7	-4
Cc1ccc(S(=O)(=O)C(CCC(=O)c2ccc(Cl)cc2)C(N)=O)cc1 (stereo not given)	1	0	2	3	-3	5	4	-12	2	-3
O=C(CN1C(=O)c2ccccc2S1(=O)=O)NC1CC2CCC1C2 (stereo not given)	-2	-1	-1	0	0	-8	-7	2	-4	-1
Nc1ccc(CN2CCOCC2)cc1	-1	-2	-3	1	-5	-3	2	4	4	-3
COc1cccc(C(=O)O/N=C(\N)c2ccncc2)c1OC	-1	-1	6	-7	1	3	0	-2	2	-1
O=C(N[C@H](C(=O)N1CCC[C@H]1C(=O)NCCc1ccccc1Cl)c1ccccc1)C1CC1	2	5	0	-2	-3	0	-3	.	2	-3
O=C(Cc1ccccc1)N/N=C/c1ccc(OCC(=O)Nc2ccccc2)cc1	-3	-2	2	1	-4	-5	-3	-8	-8	-5
O=C(Nc1ccc(Cl)c(Cl)c1)Nc1ccc([N+](=O)[O-])cn1	-1	-4	-3	0	-5	0	9	-1	1	5
COc1ccc(NC(=O)C2CCCN(S(=O)(=O)c3cccc4cccnc34)C2)cc1 (stereo not given)	3	1	1	-1	-2	0	-6	-1	3	-3
O=[N+]([O-])c1cc(C(F)(F)F)cc([N+](=O)[O-])c1N1CCCNCC1	-3	0	-1	6	-1	-3	-4	-3	0	6
COc1cccc(CNC(=O)C(=O)NCCC2CCCCN2S(=O)(=O)c2cccs2)c1 (stereo not given)	-2	-3	-1	-3	-1	5	2	-10	-4	4
COc1ccc(NC(=O)C(=O)NCCN2CCN(C(=O)C(c3ccccc3)c3ccccc3)CC2)cc1	-5	2	3	-8	3	1	-3	7	0	-4
Cc1ccc(Nc2nc(C)cs2)cc1	7	4	-3	1	-1	1	2	3	0	3
CCCn1c(SCC(=O)N(C2CCCCC2)C2CCS(=O)(=O)C2)n[nH]c1=O (stereo not given)	1	-3	4	0	1	-2	5	2	-3	-6
COc1ccc2c(c1)OC(O)(C(F)F)CC2=O (stereo not given)	-11	-4	1	1	-1	0	2	0	5	0
Cc1c(NC(=O)c2ccc(S(=O)(=O)N3CCOCC3)cc2)cccc1[N+](=O)[O-]	2	2	4	4	-2	-1	-1	0	-1	4
Cc1cc(=O)oc(C)c1C(=O)Nc1ccc(F)cc1	-1	1	3	16	2	6	1	5	-2	-1
COc1cccc2c1OCC([C@@H]1C[C@H]3CN(Cc4cccc(Cl)c4)C(=O)[C@]34CCCN14)=C2	3	-3	-2	-5	2	2	-2	-15	-1	9

Screens deposited in PubChem by several laboratories.
